GCN5L2 inh: qHTS Assay for Inhibitors of GCN5L2; Potency, µM (series often up to 58.9 µM), for inactives: at the top dose activity change, negative = inhibition, hits mostly inhibitors; Histone acetyltransferase KAT2A (Homo sapiens), Q92830; GCN5L2 HAT assay, ThioGlo1 CoA-SH fluorescence; 390,000 compounds, 0.21% hits; AID 504327, 2011
Target sequence (Q92830 whole entry, looked up): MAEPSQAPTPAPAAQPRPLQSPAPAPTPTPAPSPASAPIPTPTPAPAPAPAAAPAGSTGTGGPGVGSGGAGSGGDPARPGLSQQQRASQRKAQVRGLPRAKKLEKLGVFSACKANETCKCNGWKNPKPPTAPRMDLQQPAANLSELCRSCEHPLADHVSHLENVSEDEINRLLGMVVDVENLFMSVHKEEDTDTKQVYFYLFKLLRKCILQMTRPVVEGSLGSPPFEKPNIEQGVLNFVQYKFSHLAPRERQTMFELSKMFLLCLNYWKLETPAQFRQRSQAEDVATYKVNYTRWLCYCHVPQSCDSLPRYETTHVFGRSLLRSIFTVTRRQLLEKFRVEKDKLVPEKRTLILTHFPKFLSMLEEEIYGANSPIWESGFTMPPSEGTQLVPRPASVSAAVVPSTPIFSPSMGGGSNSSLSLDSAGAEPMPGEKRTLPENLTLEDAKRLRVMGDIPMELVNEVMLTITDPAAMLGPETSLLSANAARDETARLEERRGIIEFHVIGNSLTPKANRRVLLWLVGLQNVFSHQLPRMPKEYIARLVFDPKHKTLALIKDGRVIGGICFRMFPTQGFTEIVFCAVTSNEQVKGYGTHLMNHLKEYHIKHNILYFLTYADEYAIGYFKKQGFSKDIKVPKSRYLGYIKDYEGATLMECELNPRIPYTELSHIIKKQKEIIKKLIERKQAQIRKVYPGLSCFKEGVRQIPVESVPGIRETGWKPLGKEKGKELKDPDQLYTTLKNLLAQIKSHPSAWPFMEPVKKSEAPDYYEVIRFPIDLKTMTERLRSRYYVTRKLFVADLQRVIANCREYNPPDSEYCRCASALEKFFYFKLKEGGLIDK
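GCN5L2 (20nM final) in 50mM HEPES, 0.1mM EDTA pH 7.5, 0.01% Tween-20 was preincubated 15 min at room temperature with compound, then given ThioGlo1 (50uM), H3(1-25) peptide (75uM) and acetyl-CoA (70uM); CoA-thiol fluorescence (Ex340/Em540) was read at 0 and 20 min.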
N370S GC: qHTS Assay for Inhibitors and Activators of N370S glucocerebrosidase as a Potential Chaperone Treatment of Gaucher Disease | AID 2101, 2009 | N370S GC spleen homogenate, 4MU-glucoside fluorescence | 330,000 compounds, 0.092% hits | Potency, µM (top dose mostly 59.4 µM), for the others: at the highest dose activity change, negative = inhibition, hits mostly inhibitors;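 note: 0% = full enzyme activity and -100% = no enzyme basal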
FEN1 inhibitor: qHTS Assay for the Inhibitors of Human Flap endonuclease 1 (FEN1); 390,000 compounds, 0.35% hits; Recombinant FEN1 flap cleavage, fluorescence, 15 min; P39748; Potency, µM (series often up to 114 µM), without a hit: top-dose activity change, negative = inhibition, most hits filed as inhibitors; AID 588795, 2011; note: nearly all actives have a fitted effect of over 65% in size
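Compounds are tested as a concentration series against 10 nM FEN1; after a 15 min room-temperature preincubation, 50 nM substrate starts cleavage, with plate reads at 0 and 15 min. Normalized responses are fitted by a Hill equation.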
* = called active by the depositor; ? = inconclusive; . = no result given; [ ] = another dose, or the depositor's remark. Calls come from the whole dose curve; as a rule, active = well fitted curve in the direction sought with a large enough effect; inconclusive = small, poorly fitted or top-dose-only effect, or another doubt; inactive = no such curve, though single readings can be large; an effect the other way counts as inactive or inconclusive. Unless noted, % is set by controls: 0 for no effect and ±100 for the full control effect; potency is the fitted concentration of half-maximal effect. This is a subset. The share of hits here may be higher or lower than overall.

SMILES	GCN5L2 inh	N370S GC	FEN1 inhibitor
Cc1ccc(-n2c(SCCC(C)C)nc3sc4c(c3c2=O)CC(C)(C)OC4)cc1	-4%	.	-10%
O=C(COC(=O)C12CC3CC(CC(O)(C3)C1)C2)NCCc1ccc(Cl)cc1	-3%	-8%	13%
COc1ccc(Cl)cc1NC(=O)CSc1nnc(C2CC2)n1N	-8%	-1%	6%
COc1ccc(-c2csc3nc(-c4ccccc4F)oc(=O)c23)cc1OC	-15%	4%	?
Cc1cccc(N2CC(C)Cn3c2nc2c3c(=O)n(CC(=O)O)c(=O)n2C)c1 (stereo unspecified)	-5%	.	11%
CCOC(=O)c1nc(C)n(-c2cc(OC)c(Cl)cc2Cl)n1	-4%	-3%	8%
O=C(O)Cn1cc(C(=S)N2CCOCC2)c2ccccc21	-14%	1%	0%
COc1cc(NC(=O)CN2C(=O)C(c3ccc(C)cc3)=NC23CCCCCC3)cc(OC)c1	-4%	.	11%
CCCCNC(=O)c1cn(C)c2ccc(S(=O)(=O)N3CC(C)CC(C)C3)cc2c1=O (stereo unspecified)	-5%	14%	14%
C#CCOCCOCCOCCNc1nc(N2CCN(C(=O)[C@H](CCC(=O)O)n3cc(C(N)Cc4ccc(O)cc4)nn3)CC2)nc(N2CCN(C(=O)[C@H](CCC(=O)O)n3cc(C(N)[C@H](C)CC)nn3)CC2)n1 (stereo partly specified)	2%	8%	-4%
Cc1cc(C)c(NC(=S)N2CCN(c3ccc([N+](=O)[O-])cn3)CC2)cc1C	6%	-17%	-15%
Cc1c(C(=O)NCCSc2ccc(Cl)cc2)cccc1[N+](=O)[O-]	-5%	-11%	-20%
S=C(NCc1cccs1)Nc1cccc2ccccc12	3%	1%	-10%
Cc1ccc(N(C(=O)Cn2nnc(-c3ccccc3F)n2)C(C(=O)NC2CCCC2)c2ccncc2)cc1 (stereo unspecified)	-8%	-2%	-10%
Cn1cnnc1SCC(=O)N1N=C(c2ccc(Cl)cc2)CC1c1ccco1 (stereo unspecified)	-10%	12%	-10%
O=C(COC(=O)CN1C(=O)C(=O)c2ccccc21)OCN1C(=O)c2ccccc2C1=O	1%	-2%	-5%
Cc1ccc(C2=NOC3(CC(=O)N(c4ccccc4)C3=O)C2)cc1 (stereo unspecified)	-1%	12%	-7%
CCOc1ccccc1NS(=O)(=O)c1ccc(Br)s1	.	12%	2%
CCCn1c(=O)[nH]c(=O)c2c1nc(-c1cc([N+](=O)[O-])ccc1Cl)n2CCOC	1%	-9%	2%
O=C(OCC(=O)N1CCN(C(=O)c2ccco2)CC1)c1cccc(S(=O)(=O)N2CCc3ccccc32)c1	-4%	1%	2%
Cc1ccc(-c2nc3c4ccccc4n(CC(=O)N4CCN(c5ccccc5F)CC4)c(=O)n3n2)cc1	-4%	.	-13%
O=C(Nn1cnc2ccccc2c1=O)c1ccc([N+](=O)[O-])cc1Cl	0%	0%	2%
CCOC(=O)c1ccc(S(=O)(=O)N2CCN(C3CC(=O)N(c4ccccc4C(F)(F)F)C3=O)CC2)cc1 (stereo unspecified)	-13%	-7%	5%
O=C(NCCCn1ccnc1)c1ccccc1NS(=O)(=O)c1ccc(F)c(F)c1	-1%	.	-6%

In the list so far, these have a furan ring, fused or not:
SMILES	GCN5L2 inh	N370S GC	FEN1 inhibitor
Cn1cnnc1SCC(=O)N1N=C(c2ccc(Cl)cc2)CC1c1ccco1 (stereo unspecified)	-10%	12%	-10%
O=C(OCC(=O)N1CCN(C(=O)c2ccco2)CC1)c1cccc(S(=O)(=O)N2CCc3ccccc32)c1	-4%	1%	2%

Nothing new here: entries from further up.
SMILES	GCN5L2 inh	N370S GC	FEN1 inhibitor
COc1cc(NC(=O)CN2C(=O)C(c3ccc(C)cc3)=NC23CCCCCC3)cc(OC)c1	-4%	.	11%
CCCCNC(=O)c1cn(C)c2ccc(S(=O)(=O)N3CC(C)CC(C)C3)cc2c1=O (stereo unspecified)	-5%	14%	14%
C#CCOCCOCCOCCNc1nc(N2CCN(C(=O)[C@H](CCC(=O)O)n3cc(C(N)Cc4ccc(O)cc4)nn3)CC2)nc(N2CCN(C(=O)[C@H](CCC(=O)O)n3cc(C(N)[C@H](C)CC)nn3)CC2)n1 (stereo partly specified)	2%	8%	-4%
Cc1cc(C)c(NC(=S)N2CCN(c3ccc([N+](=O)[O-])cn3)CC2)cc1C	6%	-17%	-15%
Cc1c(C(=O)NCCSc2ccc(Cl)cc2)cccc1[N+](=O)[O-]	-5%	-11%	-20%
S=C(NCc1cccs1)Nc1cccc2ccccc12	3%	1%	-10%
Cc1ccc(N(C(=O)Cn2nnc(-c3ccccc3F)n2)C(C(=O)NC2CCCC2)c2ccncc2)cc1 (stereo unspecified)	-8%	-2%	-10%
Cn1cnnc1SCC(=O)N1N=C(c2ccc(Cl)cc2)CC1c1ccco1 (stereo unspecified)	-10%	12%	-10%
O=C(COC(=O)CN1C(=O)C(=O)c2ccccc21)OCN1C(=O)c2ccccc2C1=O	1%	-2%	-5%
Cc1ccc(C2=NOC3(CC(=O)N(c4ccccc4)C3=O)C2)cc1 (stereo unspecified)	-1%	12%	-7%
CCOc1ccccc1NS(=O)(=O)c1ccc(Br)s1	.	12%	2%
CCCn1c(=O)[nH]c(=O)c2c1nc(-c1cc([N+](=O)[O-])ccc1Cl)n2CCOC	1%	-9%	2%
O=C(OCC(=O)N1CCN(C(=O)c2ccco2)CC1)c1cccc(S(=O)(=O)N2CCc3ccccc32)c1	-4%	1%	2%
Cc1ccc(-c2nc3c4ccccc4n(CC(=O)N4CCN(c5ccccc5F)CC4)c(=O)n3n2)cc1	-4%	.	-13%
O=C(Nn1cnc2ccccc2c1=O)c1ccc([N+](=O)[O-])cc1Cl	0%	0%	2%
CCOC(=O)c1ccc(S(=O)(=O)N2CCN(C3CC(=O)N(c4ccccc4C(F)(F)F)C3=O)CC2)cc1 (stereo unspecified)	-13%	-7%	5%
O=C(NCCCn1ccnc1)c1ccccc1NS(=O)(=O)c1ccc(F)c(F)c1	-1%	.	-6%

Additional entries follow.
SMILES	GCN5L2 inh	N370S GC	FEN1 inhibitor
Cc1ccc(C)c(NC(=S)NCCc2ccc(F)cc2)c1	3%	25%	-17%
Cc1ccc(OCCN2CCN(c3ncnc4sc(C)c(C)c34)CC2)cc1	-9%	-8%	-19%
Cc1ccc(S(=O)(=O)N2CCOc3ccccc32)c(C)c1NS(C)(=O)=O	20%	-2%	-6%
O=C(NC1CCCCC1)c1ccc(-n2cnnn2)cc1	-2%	7%	9%
C=CCNC(=O)C1CC2Cn3c(nc4cc5ccccc5cc43)C2N1C (stereo unspecified)	-2%	1%	-3%
COc1ccc(NC(=O)CN2C(=O)NC(C)(c3ccc4c(c3)OCO4)C2=O)cc1S(N)(=O)=O (stereo unspecified)	3%	.	3%
Cc1nn(CC(=O)NNC(=O)c2ccccc2F)c([N+](=O)[O-])c1Br	-6%	18%	3%
CCCCCC(=O)Nc1cccc(C2=NOC3(C2)C[C@H](C(N)=O)N(C(=O)COc2ccc(Cl)cc2)C3)c1 (stereo partly specified)	-4%	-6%	-21%
COc1ccc([N+](=O)[O-])cc1Nc1ncnc2ccccc12	-1%	3%	-23%
CN(C)Cc1ccccc1-c1cncnc1Nc1ccc(F)cc1	2%	3%	.
COc1ccccc1N(CC(=O)NCc1ccccc1C)S(=O)(=O)c1ccc(C)cc1	-7%	0%	-15%
O=c1nc(N2CCOCC2)nc2n1CCO2	11%	4%	3%
COc1cccc(CNC(=O)CCc2c(C)nc3c4c(C)cc(C)nc4nn3c2C)c1	-6%	.	-15%
NC(=O)C1=C[C@@H](c2ccccc2)C[C@@H](OCc2ccc(CO)cc2)O1	-1%	-2%	11%
O=C(NC1CC(=O)c2sccc21)c1cccc(C(F)(F)F)c1 (stereo unspecified)	14%	5%	-5%
O=C(COC(=O)[C@@H]1CCCN1C(=O)c1cccs1)Nc1cccc([N+](=O)[O-])c1	1%	.	-4%
CCCCN(CC)C(=O)c1nn(-c2ccc(OC)cc2)c(=O)c2c1c1ccccc1n2C	-11%	.	-24%
CCCOc1ccc(CNC(=S)Nc2ccccc2)cc1Cl	-11%	0%	-24%
Cc1ccccc1C(=O)NCC(=O)OCCCOC(=O)CNC(=O)c1ccccc1C	3%	3%	-3%
O=C1CCC(C(=O)NCc2ccccc2)N1 (stereo unspecified)	2%	-2%	0%
CC(=O)c1ccc(N(C(=O)Cn2nnc3ccccc32)C(C(=O)NC2CCCCC2)c2cn(C)nc2C)cc1 (stereo unspecified)	-8%	-1%	3%
O=C(COC(=O)/C=C/c1cccc(F)c1)NC1CCCC1	-10%	.	4%
CC(C)(C)NS(=O)(=O)c1ccc2c(c1)oc(=O)c1cc(S(=O)(=O)NC(C)(C)C)ccc12	-16%	0%	0%
CCOC(=O)C1CCN(C(=O)Cn2ncc3c4ccccc4n(Cc4ccccc4)c3c2=O)CC1	-2%	.	-3%
CC(=O)c1cccc(NC(=O)N2CCOCC2)c1	25%	-3%	-8%
Cc1ccc(CN(Cc2cc3cc(C)ccc3[nH]c2=O)C(=O)N2CCOCC2)cc1	-8%	3%	-12%
C=CCn1c(-c2c(C)nc3cc(C)ccn23)n[nH]c1=S	0%	-20%	3%
N#CCC(=O)N/N=C/c1cn(Cc2cccc3ccccc23)c2ccccc12	3%	5%	3%
CC(C)CC(=O)Nc1cccc(-c2csc(-c3ccccc3)n2)c1	-11%	13%	-8%
COc1cccc(NC(=O)CCc2nnc3ccc(N4CCC(C)CC4)nn23)c1	3%	0%	-1%
CCCCNS(=O)(=O)C1CCS(=O)(=O)C1 (stereo unspecified)	-1%	-25%	-1%
CC1Cc2ccccc2N1C(=O)CSc1nc(-c2ccccc2)cs1 (stereo unspecified)	1%	?	3%
CC(C)Oc1ccc(Br)cc1C(=O)N/N=C/c1c[nH]c2ccccc12	0%	-1%	5%
O=C(Nc1ccc(Cl)c(S(=O)(=O)N2CCCCC2)c1)C1=COCCO1	-7%	0%	-2%
CCCCCCCCOC(=O)c1c(CSC(=N)N)n(C)c2cc(Br)c(OC(C)=O)cc12	-4%	10%	-18%
CCOC(=O)C1CCN(C(=O)c2ccccc2NS(=O)(=O)c2ccccc2)CC1	-9%	6%	6%
CC(=O)Nc1ccc(S(=O)(=O)N2CCN(c3ccc(C)c(C)c3)CC2)cc1	-9%	.	-1%
Cc1ccc(C)c(-c2ccc(C(=O)O)o2)c1	-10%[135 µM]	6%[136 µM]	.
COc1ccc(/C=C/C(=O)Nc2sc3c(c2C(N)=O)CCC(C)C3)cc1OC (stereo unspecified)	-7%	.	1%
COc1cccc(CC(=O)N2CCN(S(=O)(=O)c3ccc(Br)cc3)CC2)c1	-1%	-1%	-3%
NS(=O)(=O)c1ccc(NS(=O)(=O)c2ccc3c(c2)OCCO3)cc1	-1%	-8%	1%
Cc1ccc(CNc2ccc(N3CCOCC3)c(C(=O)O)c2)s1	-1%	0%	-7%
Cc1cc(=O)c2c(C)ccc(C)c2[nH]1	0%	-2%	-1%
O=C(COc1ccccc1[N+](=O)[O-])NNC(=O)Nc1cccc2ccccc12	-2%	20%	12%
Cc1ccc(CNC(=O)CCCn2nc(C)n3ccnc3c2=O)cc1	-6%	-14%	-1%
CCOC(=O)c1cc2c(ccn2-c2ccc(F)cc2)n1CC(=O)NC(C)(C)C	-5%	2%	.
Cc1ccc(NC(=S)NC(=O)c2cccs2)cc1F	-4%	.	8%
O=C(NC(=S)NC(c1ccccc1)c1ccncc1)c1ccccc1 (stereo unspecified)	-7%	-1%	-22%
O=C(Nc1ccccc1Oc1ccccc1)c1cnccn1	2%	4%	3%
COc1cc(C(c2nnnn2C2CCCC2)N2CCN(C)CC2)cc(OC)c1OC (stereo unspecified)	2%	0%	0%
O=C(NCCCc1ccc(F)cc1)C1CCC(=O)N(CCN2CCOCC2)C1 (stereo unspecified)	-3%	-7%	-4%
COCCN(Cc1ccccc1)C(=O)c1ccc(C(=O)c2ccccc2)cc1	-5%	.	-19%

Source: PubChem (National Center for Advancing Translational Sciences (NCATS))
